Bioassay records from PubChem.
HDAC3 inh: HDAC3 deacetylase inhibitors, primary screen, biochemical, fluorescence, cell-free homogeneous. Histone deacetylase 3 (Homo sapiens), O15379. recombinant HDAC3, fluorogenic peptide/trypsin coupled. inhibition, % at 8.3 µM. hit rate 0.15% among 320,000. AID 2718, 2010; in the data active means inhibition above about 26%, passing the limit was not always enough
Target sequence (O15379 whole entry, looked up): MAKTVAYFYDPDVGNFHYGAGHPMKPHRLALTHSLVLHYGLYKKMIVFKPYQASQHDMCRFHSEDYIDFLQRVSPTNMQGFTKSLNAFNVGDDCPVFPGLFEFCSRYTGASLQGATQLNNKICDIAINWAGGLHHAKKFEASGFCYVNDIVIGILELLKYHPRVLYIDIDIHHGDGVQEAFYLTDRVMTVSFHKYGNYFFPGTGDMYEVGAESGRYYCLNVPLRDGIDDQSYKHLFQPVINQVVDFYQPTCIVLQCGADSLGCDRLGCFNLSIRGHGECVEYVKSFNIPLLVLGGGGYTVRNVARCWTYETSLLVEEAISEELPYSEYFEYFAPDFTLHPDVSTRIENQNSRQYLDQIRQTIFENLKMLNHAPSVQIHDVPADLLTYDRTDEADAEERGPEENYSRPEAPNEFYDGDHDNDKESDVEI
Starred values were filed as active, the others as inactive; & = joins results of further samples. Not all compounds are listed (hit frequency here may not be typical).

COC(=O)C1=C(c2ccc(-c3ccccc3)c(F)c2)C[C@@H]2CC[C@H]1N2C(=O)NCc1cc(C)oc1C(F)(F)F
  HDAC3 inh = -8.3
C[C@]12CCC3C(CC[C@H]4C[C@@H](O)CC[C@]34C)C1C[C@@H](O)[C@H]2O (stereo not given in full)
  HDAC3 inh = 5.3
C[N+](C)(C)CC(=O)O
  HDAC3 inh = 2.8
CCc1ccccc1NC(=O)CN1CCN(C(=O)COc2ccccc2C#N)CC1
  HDAC3 inh = 3.7
COC(=O)C1=C(c2ccc(-c3ccccc3)c(F)c2)C[C@@H]2CC[C@H]1N2C(=O)N1CCCCC1
  HDAC3 inh = 0.0
COC(=O)C1=C(c2ccc(Cl)c(C(F)(F)F)c2)C[C@@H]2CC[C@H]1N2C(=O)N1CCC(O)(c2ccc(Cl)cc2)CC1
  HDAC3 inh = 11.3
N[C@@]1(C(=O)O)CC[C@@H](C(=O)O)C1
  HDAC3 inh = -0.5
COC(=O)C1=C(c2ccc(OC)c(OC)c2)C[C@@H]2CC[C@H]1N2C(=O)NCc1ccco1
  HDAC3 inh = -5.3
C[C@]12CCC3C(CC[C@H]4C[C@@H](O)CC[C@]34C)C1CC[C@@]2(O)C(F)(F)F (stereo not given in full)
  HDAC3 inh = -1.0
ClC1=C(Cl)C2(Cl)C3C(Cl)C=CC3C1(Cl)C2(Cl)Cl (stereo not given)
  HDAC3 inh = 2.5
COC(=O)C1=C(c2cccc(OCc3ccccc3)c2)C[C@@H]2CC[C@H]1N2C(=O)NCc1ccc(OC)c(OC)c1
  HDAC3 inh = -1.5
C[C@]12CCC3C(CC[C@H]4C[C@H](O)CC[C@]34C)C1C[C@@H](O)[C@@H]2O (stereo not given in full)
  HDAC3 inh = -4.3
COC(=O)C1=C(c2cccc(OCc3ccccc3)c2)C[C@@H]2CC[C@H]1N2C(=O)NCCN1CCOCC1
  HDAC3 inh = -3.0
COC(=O)C1=C(c2ccc3ccccc3c2)C[C@@H]2CC[C@H]1N2C(=O)NCc1ccco1
  HDAC3 inh = 10.3
COC(=O)C1=C(c2ccc(OC(F)(F)F)cc2)C[C@@H]2CC[C@H]1N2C(=O)N1CCC(O)CC1
  HDAC3 inh = -1.2

ClCCOCOCCCl
  HDAC3 inh = 8.9
COC(=O)c1ccc(NC(=O)NC(=O)Oc2ccccc2)cc1
  HDAC3 inh = -0.8
CC(C)(C)c1cc(C=C(C#N)C#N)cc(C(C)(C)C)c1O
  HDAC3 inh = 3.2
COC(=O)C1=C(c2ccc(OCc3ccccc3)cc2)C[C@@H]2CC[C@H]1N2C(=O)NCc1ccccc1
  HDAC3 inh = 1.8
COC(=O)C1=C(c2ccc(Cl)c(C(F)(F)F)c2)C[C@@H]2CC[C@H]1N2C(=O)NCCOc1ccccc1
  HDAC3 inh = 14.7
C[C@]12CCC3C(CC[C@H]4C[C@H](O)CC[C@]34C)C1CC(=O)[C@@H]2O (stereo not given in full)
  HDAC3 inh = 6.0
COC(=O)C1=C(c2ccc(-c3ccccc3)c(F)c2)C[C@@H]2CC[C@H]1N2C(=O)NCCc1ccccc1
  HDAC3 inh = -4.9
CC(C)(O)/C=C/C(=O)[C@](C)(O)C1[C@H](O)C[C@@]2(C)C3CC=C4C(C[C@H](O)[C@@H](O)C4(C)C)[C@]3(C)C(=O)C[C@]12C (stereo not given in full)
  HDAC3 inh = -5.5
COC(=O)C1=C(c2ccc(F)cc2F)C[C@@H]2CC[C@H]1N2C(=O)NC1CCCCC1
  HDAC3 inh = -10.0
CC(C)(C)c1ccccc1O
  HDAC3 inh = 8.2
COC(=O)C1=C(c2ccc(Cl)c(C(F)(F)F)c2)C[C@@H]2CC[C@H]1N2C(=O)NC1CC1
  HDAC3 inh = 7.0
CCN(CC)CCC(=O)O[C@H]1CC[C@]2(C)C3CC[C@@]4(C)C(CC[C@]4(C)O)C3CC[C@H]2C1 (stereo not given in full)
  HDAC3 inh = -4.5
CN1[C@H]2CC[C@@H]1C(C(=O)N1CCOCC1)=C(O)C2
  HDAC3 inh = 0.9
COC(=O)C1=C(c2cccc3c2S(=O)(=O)c2ccccc2-3)C[C@@H]2CC[C@H]1N2C(=O)N1CCOCC1
  HDAC3 inh = -1.1
C/C(O)=C(\C#N)C(=O)Nc1cc(Br)ccc1Br
  HDAC3 inh = 5.6

In the list so far, these have a COOH group.
C[N+](C)(C)CC(=O)O
  HDAC3 inh = 2.8
N[C@@]1(C(=O)O)CC[C@@H](C(=O)O)C1
  HDAC3 inh = -0.5

The results go on.
ClC1C(Cl)C(Cl)C(Cl)C(Cl)C1Cl (stereo not given)
  HDAC3 inh = 7.4&2.8
CC(C#N)CCC#N (stereo not given)
  HDAC3 inh = -5.7
CCN(CC)C(=O)c1ccc(NC(=O)c2ccc3c(c2)NC(=O)CS3)cc1
  HDAC3 inh = 9.2
COC(=O)C1=C(c2cccc(OCc3ccccc3)c2)C[C@@H]2CC[C@H]1N2C(=O)NCc1ccc(C(C)(C)C)cc1
  HDAC3 inh = -3.6
COC(=O)C1=C(c2ccc(OC(F)(F)F)cc2)C[C@@H]2CC[C@H]1N2C(=O)N1CCOCC1
  HDAC3 inh = 1.2
COC(=O)C1=C(c2cc3ccccc3o2)C[C@@H]2CC[C@H]1N2C
  HDAC3 inh = 1.6
COC(=O)C1=C(c2ccc(Cl)c(C(F)(F)F)c2)C[C@@H]2CC[C@H]1N2C(=O)NC1CCCCC1
  HDAC3 inh = 1.4
NNC(N)=O
  HDAC3 inh = -4.9
COC(=O)C1=C(c2ccc(-c3ccccc3)c(F)c2)C[C@@H]2CC[C@H]1N2C(=O)NC1Cc2ccccc2C1
  HDAC3 inh = 3.8
C[C@]12CCC3C(CC[C@H]4C[C@H](O)CC[C@]34C)C1[C@@H](O)[C@@H](O)[C@@H]2O (stereo not given in full)
  HDAC3 inh = -6.7
COC(=O)C1=C(c2c(C)noc2C)C[C@@H]2CC[C@H]1N2C(=O)NC(C)C
  HDAC3 inh = 3.2
Cc1ccc([N+](=O)[O-])cc1
  HDAC3 inh = -1.0
COC(=O)C1=C(c2ccc3ccccc3c2)C[C@@H]2CC[C@H]1N2C(=O)NC1Cc2ccccc2C1
  HDAC3 inh = 8.3
COC(=O)C1=C(c2ccccc2OCc2ccccc2)C[C@@H]2CC[C@H]1N2C(=O)NCc1cccc(C(F)(F)F)c1
  HDAC3 inh = 17.6
COC(=O)C1=C(c2ccc(F)cc2OCc2ccccc2)C[C@@H]2CC[C@H]1N2C(=O)NCc1ccc2[nH]ccc2c1
  HDAC3 inh = -13.3

The list continues.
Molecule,HDAC3 inh
COC(=O)C1=C(c2cccc(C#N)c2)C[C@@H]2CC[C@H]1N2C(=O)N1CCCCC1,5.9
CCC1(C2=NCCN2)Cc2ccccc2O1 (stereo not given),-3.7
C=C(C=O)CC1CC(O)[C@]2(C)OC3C[C@@H]4OC5C[C@]6(C)O[C@]7(C)CCC8OC9C[C@]%10(C)OC(/C(C)=C\CO)C(O)CC%10OC9CC(C)C8OC7CC6O[C@]5(C)C/C=C\C4OC3CC2O1 (stereo not given in full),11.9
COC(=O)C1=C(c2ccc(F)cc2F)C[C@@H]2CC[C@H]1N2C,7.9
CC[C@]12CC[C@H](O)CC1=CCC1C2CC[C@]2(C)C(=O)CCC12 (stereo not given in full),-3.6
COc1ccc(-c2nn(Cc3ccccc3)cc2C(=O)NC2CC2)cc1OC,7.0
O=[N+]([O-])O[C@H]1CO[C@H]2[C@@H]1OC[C@H]2O[N+](=O)[O-],-3.5
CCCOC(=O)c1ccccc1C(=O)OCCC,-4.3
CCN(CC)N=O,4.9
O=[N+]([O-])c1ccc(Cl)c([N+](=O)[O-])c1,8.9
CC(C)[C@H]1CC2C3CC=C4C[C@@H](O)CC[C@]4(C)C3CC[C@]2(C)[C@H]1O (stereo not given in full),-1.3
CCN(C(=O)COC(=O)c1cn(C)c2ccccc12)c1ccc(F)cc1,8.3

For reference, part of the list above:
Molecule,HDAC3 inh
COC(=O)C1=C(c2ccc(-c3ccccc3)c(F)c2)C[C@@H]2CC[C@H]1N2C(=O)NCc1cc(C)oc1C(F)(F)F,-8.3
C[C@]12CCC3C(CC[C@H]4C[C@@H](O)CC[C@]34C)C1C[C@@H](O)[C@H]2O (stereo not given in full),5.3
C[N+](C)(C)CC(=O)O,2.8
CCc1ccccc1NC(=O)CN1CCN(C(=O)COc2ccccc2C#N)CC1,3.7
COC(=O)C1=C(c2ccc(-c3ccccc3)c(F)c2)C[C@@H]2CC[C@H]1N2C(=O)N1CCCCC1,0.0

Molecules from the list above that contain a furan ring, fused or not, in the order listed:
Molecule,HDAC3 inh
COC(=O)C1=C(c2ccc(-c3ccccc3)c(F)c2)C[C@@H]2CC[C@H]1N2C(=O)NCc1cc(C)oc1C(F)(F)F,-8.3
COC(=O)C1=C(c2ccc(OC)c(OC)c2)C[C@@H]2CC[C@H]1N2C(=O)NCc1ccco1,-5.3
COC(=O)C1=C(c2ccc3ccccc3c2)C[C@@H]2CC[C@H]1N2C(=O)NCc1ccco1,10.3
COC(=O)C1=C(c2cc3ccccc3o2)C[C@@H]2CC[C@H]1N2C,1.6

Further results:
Molecule,HDAC3 inh
COC(=O)C1=C(c2ccc(-c3ccccc3)c(F)c2)C[C@@H]2CC[C@H]1N2C(=O)NCCOc1ccc(OC)cc1,13.0
COC(=O)C1=C(c2ccc(F)cc2OCc2ccccc2)C[C@@H]2CC[C@H]1N2C(=O)NCCCc1ccccc1,18.4
CC(OC(=O)c1cn(C)c2ccccc12)C(=O)N1CCCC1 (stereo not given),-3.0
C[C@]12CC[C@H](O)C[C@H]1CC[C@@H]1[C@@H]2CC[C@]2(C)[C@@H](C3=CC(=O)OC3)CC[C@]12O,1.5
ClCC(Br)CBr (stereo not given),8.1
NCCc1c[nH]c2ccc(C(N)=O)cc12,-4.2
COC(=O)C1=C(c2ccccc2OCc2ccccc2)C[C@@H]2CC[C@H]1N2C(=O)NCc1ccc(Br)cc1,11.6
COC(=O)C1=C(c2ccc(-c3ccccc3)c(F)c2)C[C@@H]2CC[C@H]1N2C(=O)NCCOc1ccccc1,11.4
CCOP(=S)(OCC)Oc1nc(Cl)c(Cl)cc1Cl,-5.9
COC(=O)C1=C(c2ccc(C(C)=O)cc2)C[C@@H]2CC[C@H]1N2C(=O)NCCOc1ccccc1Cl,4.7
CCCN1CC[C@@H]2c3cc(O)ccc3CC[C@@H]21,2.3
COC(=O)C1=C(c2ccccc2OCc2ccccc2)C[C@@H]2CC[C@H]1N2C(=O)NCc1ccc(N(C)C)cc1,-2.1
C[C@](N)(CCP(=O)(O)O)C(=O)O,-4.6
C[C@]12CCC3C(C[C@@H](O)[C@H]4C[C@@H](O)CC[C@]34C)C1CC[C@@H]2O (stereo not given in full),-0.2
COC(=O)C1=C(c2cccc(C#N)c2)C[C@@H]2CC[C@H]1N2C(=O)NCCCOC(C)C,0.5
C=CC[C@@H](C)CC(=O)C(CCCN=[N+]=[N-])SOOc1ccccc1 (stereo not given in full),0.5
C[C@]1(O)CCC2C3CC[C@H]4C[C@@H](OC(=O)CNC(=O)CN)CC[C@]4(C)C3CC[C@@]21C (stereo not given in full),-4.9
COC(=O)C1=C(c2ccc(-c3ccccc3)c(F)c2)C[C@@H]2CC[C@H]1N2C(=O)NCCCOC(C)C,11.8
COC(=O)C1=C(c2ccc(F)cc2OCc2ccccc2)C[C@@H]2CC[C@H]1N2C(=O)NCc1ccccc1OC,13.6
C1CC2OC2CC1C1CO1 (stereo not given),-2.6
COC(=O)C1=C(c2ccc(F)cc2OCc2ccccc2)C[C@@H]2CC[C@H]1N2C(=O)NCc1ccc(C(F)(F)F)cc1,9.6
Cc1cc(C(=O)OCC(=O)Nc2ccc(F)cc2F)c(C)n1C1CC1,-1.6
C=C1C2C[C@@]3([C@@H]1O)[C@@H](C[C@@H]2O)[C@@]12C4[C@@H]3C[C@@H]1[C@@](C)(CC[C@@H]2O)CN4CC,0.0
COC(=O)C1=C(c2ccc(F)cc2OCc2ccccc2)C[C@@H]2CC[C@H]1N2C(=O)NCC1CC1,7.9

Arranged by heavy-atom count (lowest first): 5 of the compounds above.
Molecule,HDAC3 inh
C[C@]12CCC3C(C[C@@H](O)[C@H]4C[C@@H](O)CC[C@]34C)C1CC[C@@H]2O (stereo not given in full),-0.2
C=C1C2C[C@@]3([C@@H]1O)[C@@H](C[C@@H]2O)[C@@]12C4[C@@H]3C[C@@H]1[C@@](C)(CC[C@@H]2O)CN4CC,0.0
C[C@]1(O)CCC2C3CC[C@H]4C[C@@H](OC(=O)CNC(=O)CN)CC[C@]4(C)C3CC[C@@]21C (stereo not given in full),-4.9
COC(=O)C1=C(c2ccc(-c3ccccc3)c(F)c2)C[C@@H]2CC[C@H]1N2C(=O)NCCCOC(C)C,11.8
COC(=O)C1=C(c2ccc(F)cc2OCc2ccccc2)C[C@@H]2CC[C@H]1N2C(=O)NCc1ccccc1OC,13.6
